High-throughput results (PubChem BioAssay)
Bcl-W Bim block: disrupts Bim peptide binding to human Bcl-W; bead-based flow cytometry; 190,000 compounds, 0.02% hits; inhibition, % at 10 µM;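 also: 0% = bound tracer without compound and 100% = peptide blocker; higher means less fluorescent Bim peptide bound to Bcl-W beads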
Bim-Bcl-XL: inhibitors of Bim-Bcl-XL interaction, human; Q07817; Bim peptide-Bcl-XL binding, bead flow cytometry, fluorescence; inhibition, % at 10 µM; 190,000 compounds, 0.04% hits; AID 1007
Target sequence (Q07817 whole entry, looked up): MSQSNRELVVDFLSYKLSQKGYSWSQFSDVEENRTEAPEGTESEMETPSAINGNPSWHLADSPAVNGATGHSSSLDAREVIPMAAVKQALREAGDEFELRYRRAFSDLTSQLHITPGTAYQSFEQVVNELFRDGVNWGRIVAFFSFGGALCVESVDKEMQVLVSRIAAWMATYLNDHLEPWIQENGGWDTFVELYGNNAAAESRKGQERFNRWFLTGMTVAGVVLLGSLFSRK
Bim-Bcl-B: inhibitors of Bim-Bcl-B interaction, human | Q9HD36 | bead-based flow cytometry, Bim peptide-Bcl-B binding | inhibition, % at 10 µM | 190,000 compounds, 0.073% hits;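 also: 0% = tracer peptide without compound and 100% = reference inhibitor peptide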
Target sequence (Q9HD36 whole entry, looked up): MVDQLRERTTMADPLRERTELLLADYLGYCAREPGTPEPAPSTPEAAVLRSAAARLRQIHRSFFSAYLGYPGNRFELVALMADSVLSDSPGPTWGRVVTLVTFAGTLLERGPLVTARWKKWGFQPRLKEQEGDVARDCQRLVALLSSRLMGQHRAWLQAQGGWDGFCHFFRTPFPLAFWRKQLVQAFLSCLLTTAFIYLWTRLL
GSH bead fluor: GSH bead compound fluorescence profile; GSH beads flow cytometry, compound fluorescence 488/530 nm; stronger effect = higher value; fluorescence (KMESF) at 10 µM; 190,000 compounds, 0.25% hits; AID 1776; in the data active = fluorescence above about 89;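 also: glutathione beads carrying GST-tagged Bcl family fusion proteins plus one bare bead set; values are compound well signal with DMSO vehicle wells as background; inactives centre near 16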
ABCB1 inh: blocks JC-1 efflux by human ABCB1 transporter; P08183; inhibition, % at 6.6 µM; CCRF-Adr cells, flow cytometry; AID 1326; 190,000 compounds, 0.067% hits; in the data active = inhibition above about 40%;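 also: 0% = vehicle and 100% = reference inhibitor; higher value means more JC-1 retained so stronger ABCB1 efflux block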
Bim-Bfl-1: human Bim-Bfl-1 interaction inhibition; 190,000 compounds, 0.12% hits; inhibition, % at 10 µM; Bead-based flow cytometry, Bim-Bfl-1 binding inhibition; AID 1008;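 also: 0% = wells without compound plus tracer and 100% = blocker peptide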
Bcl-2 Bim block: disrupts Bim peptide binding to human Bcl-2 | Bead-based flow cytometry, Bim peptide-Bcl-2 binding | AID 950 | inhibition, % at 10 µM | 190,000 compounds, 0.06% hits; in the data active = inhibition above about 40%; inconclusive = no clear call, values can overlap the other calls;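 also: 0% = no compound wells with probe peptide and 100% = reference peptide inhibitor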
Target sequence (P10415 whole entry, looked up): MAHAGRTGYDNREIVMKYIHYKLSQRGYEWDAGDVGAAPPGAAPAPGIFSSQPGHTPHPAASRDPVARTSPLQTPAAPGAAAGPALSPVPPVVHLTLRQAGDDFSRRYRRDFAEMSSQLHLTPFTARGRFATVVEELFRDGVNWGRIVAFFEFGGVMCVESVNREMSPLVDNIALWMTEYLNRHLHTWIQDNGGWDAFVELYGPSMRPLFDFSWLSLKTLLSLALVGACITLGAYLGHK
RGS4-Gao reg: modulates binding of RGS4 to human Galphao; Multiplexed bead flow cytometry; actives lie on both sides; binding response (% of control), % at 10 µM; 220,000 compounds, 0.33% hits; in the data active = binding response below about 49% or above about 150%; inactive = in between;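 also: fluorescent Galphao activated with aluminum fluoride binding bead-coupled RGS4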
Target sequence (P09471 whole entry, looked up): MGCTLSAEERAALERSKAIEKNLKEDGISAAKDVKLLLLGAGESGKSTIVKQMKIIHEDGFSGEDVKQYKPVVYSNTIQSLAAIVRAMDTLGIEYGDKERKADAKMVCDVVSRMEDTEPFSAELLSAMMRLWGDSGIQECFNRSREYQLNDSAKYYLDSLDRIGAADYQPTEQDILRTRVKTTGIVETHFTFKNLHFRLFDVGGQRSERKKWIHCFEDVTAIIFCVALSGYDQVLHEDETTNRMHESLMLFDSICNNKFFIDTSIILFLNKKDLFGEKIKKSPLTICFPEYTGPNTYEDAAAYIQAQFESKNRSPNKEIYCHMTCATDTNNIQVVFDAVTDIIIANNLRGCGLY
RGS7-Gao reg: modulates binding of RGS7 to human Galphao. Multiplexed bead flow cytometry; actives lie on both sides. binding response (% of control), % at 10 µM. 220,000 compounds, 0.35% hits. AID 1439; in the data active = binding response below about 49% or above about 150%; inconclusive = no clear call, values can overlap the other calls; inactive = in between;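 also: fluorescent Galphao held in activated GDP-AlF4 state binding bead-coupled RGS7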
Avidin bead fluor: avidin bead compound fluorescence profile; Avidin beads, compound fluorescence 488/530 nm, flow cytometry; stronger effect = higher value; fluorescence (KMESF) at 10 µM; 220,000 compounds, 0.38% hits; AID 1775; in the data active = fluorescence above about 47; also: inactives centre near 10
ABCG2 block: human ABCG2 inhibition, ABCB1 as counter-screen. IgMXP3 cells, JC-1 efflux, flow cytometry. 190,000 compounds, 0.1% hits. inhibition, % at 6.6 µM;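 active = inhibition above 80%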;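 also: 0% = DMSO and 100% = nicardipine control wells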
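Incubation: cells with compound and JC-1, 10 min at 25 °C, rotating, no wash / Test system: IgMXP3 (ABCG2) plus far-red-tagged CCRF-Adr (ABCB1) cells / Compound dosing: one concentration, 6.6 µM final / Also added: JC-1 fluorescent substrate / Evaluation: efflux inhibition in percent versus controls / Detection: flow cytometry, 530 nm JC-1 signal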
An asterisk follows results filed as active; ? = inconclusive; · = no result given. Rule as the data show it, unless noted: active = inhibition above about 40%. Random draw from the library; any-hit rate near 1.3%.

SMILES	Bcl-W Bim block	Bim-Bcl-XL	Bim-Bcl-B	GSH bead fluor	ABCB1 inh	Bim-Bfl-1	Bcl-2 Bim block	RGS4-Gao reg	RGS7-Gao reg	Avidin bead fluor	ABCG2 block
COCCN1Cc2cccc(C(=O)Nc3ccc(S(=O)(=O)N4CCOCC4)cc3)c2C1=O	6	0	-2	8	1.4	1	0	99	113	13	10
Cn1cc(S(=O)(=O)NCc2ccco2)c(=O)n(C)c1=O	-4	-4	-5	20	-3.1	-4	-5	95	92	5	-4
Cc1cc(C(=O)NCCc2ccc(Cl)cc2)no1	0	0	1	8	0.2	-2	0	104	105	20	3
Nc1cc(=O)[nH]c(SCC(=O)Nc2ccccc2-c2ccccc2)n1	0	-1	-3	24	-0.1	-4	-3	95	96	9	2
O=C(COC(=O)COc1ccc(Br)cc1)NCCC1=CCCCC1	-4	-5	-6	12	-0.2	-6	-8	103	100	6	-2
Fc1cccc(F)c1/C=N/Nc1ccccn1	0	0	-3	14	0.3	-2	-2	100	?	7	3
CCN(CC)c1ccc(NC(=O)COc2ccccc2C)cc1S(=O)(=O)Nc1ccccc1OC	0	-11	-32	8	1.7	38	-5	91	91	10	4
Cc1nnc(SCc2nnc(-c3ccccc3)o2)n(N)c1=O	0	-28	-6	264*	0.2	-9	-3	105	103	8	4
CC1Cc2ccccc2N1C(=O)c1ccc(N2CCCC2)c([N+](=O)[O-])c1 (stereo not given)	13	8	72*	4	3.3	14	56*	100	101	10	47
CC(C)OC(=O)c1cc(C(=O)c2cc(Cl)ccc2O)coc1=N	-2	0	-5	10	0.0	-1	-4	106	110	5	1
O=C(COC(=O)c1ccncc1)NCc1ccccc1	0	-4	-4	27	0.3	-12	-8	99	99	16	1
CCN(CC)C(=O)c1ccc(-c2ccccc2)cc1	-6	-3	-9	20	-0.1	-2	-3	100	99	4	0
Cc1oc2ccc(NS(=O)(=O)c3ccc(C(C)(C)C)cc3)cc2c1C(=O)Nc1ccccc1	1	-9	-11	31	0.5	-16	-13	106	108	10	0
Cc1cc([N+](=O)[O-])nn1CCCC(=O)Nc1sc2c(c1C(N)=O)CCCC2	-1	-9	-29	20	-0.4	21	1	79	120	6	0
O=C(/C=C/c1ccccc1)NC(NC(=S)Nc1cc(Cl)ccc1Cl)C(Cl)(Cl)Cl (stereo not given)	-2	-5	-6	12	-0.4	-1	-7	108	109	3	21
C[N+](C)(CC#Cc1ccccc1)CC(=O)c1ccc(Cl)cc1	-2	-2	-6	9	0.1	-3	-1	114	115	2	0
C/C(=N/NC(=O)CCC(=O)Nc1cccc(Cl)c1)c1ccc(C)cc1	-7	-8	-6	12	·	-4	-5	94	98	3	3
COc1ccc2cc(C#N)c(N3CCN(Cc4nnnn4CCC(C)C)CC3)nc2c1	-2	-7	-10	33	5.5	-18	-13	99	99	11	44
COc1cc(C)c(C)cc1S(=O)(=O)N1CCCCC1c1cccnc1 (stereo not given)	-4	0	-1	20	1.4	-2	-1	106	104	8	5
O=C(CSc1nnc(-c2cccc(F)c2)o1)Nc1nncs1	-1	-1	-1	8	0.1	-3	1	104	102	10	13
COc1ccccc1NC(=O)Nc1cc(F)ccc1F	2	0	0	20	0.6	-5	0	100	?	9	17
Clc1ccc2nncn2n1	0	2	2	12	0.7	1	0	99	103	13	2
CCCCC1OC23CCCCC2C(C#N)(C(=N)O3)C1(C#N)C#N (stereo not given)	1	-5	-4	14	0.6	-11	-5	102	100	10	3
O=C(NCCc1ccc2c(c1)OCCO2)c1ccc(F)cc1	-8	-10	-12	20	0.4	-16	-9	101	98	14	8
CCOC(=O)Cn1cnc([N+](=O)[O-])n1	-2	-11	-8	27	0.9	-18	-7	100	99	14	21
CN(C)S(=O)(=O)c1ccc(NC(=O)c2cc3ccccc3o2)cc1	1	-3	-7	30	0.3	-10	-8	97	95	6	2
COc1ccccc1/C=C/C(=O)NCC(=O)N/N=C/c1cccnc1	0	-2	-2	13	0.3	-12	-2	98	102	8	-1
O=C(NCc1cccs1)c1ccc(Br)o1	-2	-6	-3	19	0.1	0	-4	101	98	12	5
COc1cc(S(=O)(=O)NC2CCCCC2C)ccc1Cl (stereo not given)	-2	-2	-3	24	0.4	-4	-2	100	101	13	1
O=C(CCS(=O)(=O)c1ccc(Br)s1)NC1CCCC1	-6	-7	-1	17	0.4	-3	0	103	101	36	1
CCC(=O)Nc1sc2c(c1C(N)=O)CCN(C(C)=O)C2	-8	-7	-6	14	0.7	-10	-8	105	107	27	5
CCCCn1c(N)c(Sc2ccccc2)c(=O)[nH]c1=O	1	-4	-6	14	0.3	-9	-4	100	106	7	1
O=C(C1CC1)N1CCC(c2nc(-c3ccc(S(=O)(=O)NCC4CCCO4)cc3)no2)CC1 (stereo not given)	3	0	-1	8	0.2	-2	1	99	102	7	0
Cc1ccccc1C(=O)N=c1c(C#N)cc2c(=O)n3cccc(C)c3nc2n1Cc1ccco1	0	-4	-7	20	-0.6	-11	-6	93	95	19	23
COc1ccc(OC)c(S(=O)(=O)N2CCC(C(=O)Nc3ccccc3)CC2)c1	-1	-1	-5	55	-0.5	-6	-2	100	101	23	0
CC(=O)c1c(C)[nH]c(C(=O)NCc2cccc(Cl)c2)c1C	-2	-2	-3	12	1.3	2	-1	93	96	15	4
Cn1c(C(=O)NCCN2CCN(c3ccccc3F)CC2)cc2c(=O)n(C)c3ccccc3c21	-4	-1	-4	15	8.3	-9	-3	99	95	27	10
NNC(=O)Cc1cn(-c2ncc(C(F)(F)F)cc2Cl)c2ccccc12	-2	0	-1	9	0.0	0	1	61	77	10	-1
Cc1c(NC(=O)COC(=O)c2cc(-c3cccc4ccccc34)nc3ccccc23)c(=O)n(-c2ccccc2)n1C	-3	-5	-7	11	0.0	-10	-6	100	100	13	0
CC1(C)Cc2ccccc2C(/C(C#N)=N/O)=N1	0	1	1	12	0.0	-4	1	99	97	11	0
COc1ccccc1NC(=O)C1CCCN1C(=O)NCc1ccccc1 (stereo not given)	0	0	-1	12	-0.1	-1	0	94	103	13	-1
CC(=O)Nc1ccc(N2C(=O)CC(N3CC(C)OC(C)C3)C2=O)cc1 (stereo not given)	-1	0	-2	15	0.1	-4	-1	81	85	16	2
O=C(NNc1nc2c(F)cccc2s1)C1=COCCO1	-9	-15	-4	9	-0.1	-2	-4	101	102	25	-1
O=C(/C=C/Nc1cccc(C(F)(F)F)c1)c1ccc(Oc2ncccn2)cc1	3	3	1	19	1.6	2	3	98	99	8	24
CC(O)Cc1cn([C@@H](CCCCN)C(=O)N2CCNCC2)nn1 (stereo not given in full)	3	1	0	20	0.4	-8	0	97	74	5	1
CC(=O)Nc1ccc(C(=O)Nc2cc(C(F)(F)F)ccc2-n2cnc3ccccc32)cc1	-3	-7	-12	10	0.4	-2	-4	97	100	1	1
COc1ccc(CN(C(=O)CO/N=C/c2ccccc2)c2ccccc2C(=O)O)cc1	-2	-4	-3	5	0.6	0	-4	101	101	5	6
Cc1ccc(-c2n[nH]c(=S)n2/N=C/c2c(C)[nH]n(-c3ccccc3)c2=O)cc1	0	-1	-9	11	-0.5	0	1	82	71	4	-2
O=C(CN1CCN(Cc2ccc(F)cc2)C1=O)NC1CCCC1	-2	-2	-5	24	0.5	-2	-2	99	102	9	4
CC(C)(C)C(=O)NC1(C(F)(F)F)C(=O)Nc2c1c(=O)[nH]c(=O)n2Cc1ccco1 (stereo not given)	-1	-5	-7	26	0.6	-2	1	103	105	43	0
CCCCCC(=O)N/N=C(\C)c1ccc(Cl)cc1	0	0	0	24	0.4	-4	-3	95	95	9	2
CCN(CC)CCCNCC(=O)Nc1ccc2c(c1)CCC2	-5	-6	-2	11	0.0	-7	-2	107	100	12	-1
CCOc1ccc(S(=O)(=O)N(CC(=O)O)c2ccc(C)cc2)cc1	0	3	-7	31	0.6	-8	-5	99	100	14	2
CCC(=O)NC(=S)Nc1ccccc1OC	-4	-5	-11	27	0.4	-14	-12	99	100	13	2
C=CCOC(=O)C1=C(C)NC(C)=C(C(=O)OCC=C)C1/C=C/c1ccccc1	-1	-1	-2	11	1.7	-3	-2	101	100	22	9
N#Cc1ccccc1NC(=O)CSc1nnc(-c2ccccc2O)n1-c1ccccc1	-2	-6	-11	30	1.3	-17	-13	98	97	12	8
N#C/C(=C\c1cccc(OC(=O)c2cccs2)c1)C(N)=O	0	0	-3	13	·	0	3	98	99	6	15
O=C(NC1CCS(=O)(=O)C1)c1c(NC(=O)C2COc3ccccc3O2)sc2c1CCCC2 (stereo not given)	1	0	1	17	1.4	-2	-5	105	103	26	8
CCN1CCN(CCCN(Cc2ccco2)C(=S)Nc2cc(Cl)ccc2C)CC1	-1	-5	-34	8	0.7	1	-1	97	?	11	0
Cc1ccccc1C(=O)NCCN1CCOCC1	-2	-1	-3	11	1.1	-5	-3	103	106	13	3

Record cards, as listed above. Screens in order: Bcl-W Bim block	Bim-Bcl-XL	Bim-Bcl-B	GSH bead fluor	ABCB1 inh	Bim-Bfl-1	Bcl-2 Bim block	RGS4-Gao reg	RGS7-Gao reg	Avidin bead fluor	ABCG2 block
`CCC(=O)NC(=S)Nc1ccccc1OC` is listed with -4	-5	-11	27	0.4	-14	-12	99	100	13	2
`N#C/C(=C\c1cccc(OC(=O)c2cccs2)c1)C(N)=O` is listed with 0	0	-3	13	·	0	3	98	99	6	15
`O=C(CN1CCN(Cc2ccc(F)cc2)C1=O)NC1CCCC1` is listed with -2	-2	-5	24	0.5	-2	-2	99	102	9	4
`C=CCOC(=O)C1=C(C)NC(C)=C(C(=O)OCC=C)C1/C=C/c1ccccc1` is listed with -1	-1	-2	11	1.7	-3	-2	101	100	22	9
`CCOc1ccc(S(=O)(=O)N(CC(=O)O)c2ccc(C)cc2)cc1` is listed with 0	3	-7	31	0.6	-8	-5	99	100	14	2

Next structures follow:
SMILES	Bcl-W Bim block	Bim-Bcl-XL	Bim-Bcl-B	GSH bead fluor	ABCB1 inh	Bim-Bfl-1	Bcl-2 Bim block	RGS4-Gao reg	RGS7-Gao reg	Avidin bead fluor	ABCG2 block
Cc1nnc(N)nc1C	-2	-1	-8	14	0.5	-10	-9	98	97	23	2
O=C1CC(c2ccccc2)CC2=C1C(c1ccccn1)Nc1ccccc1N2 (stereo not given)	2	-2	-5	17	0.2	-10	-11	101	100	7	1
COc1ccc(-c2cnnc(N/N=C/c3ccc(C)o3)n2)cc1	2	0	-3	8	0.6	0	-1	101	101	8	14
S=C(NCc1ccncc1)Nc1ccccc1	-4	-5	-3	11	1.9	-4	0	98	102	10	6
CC(=O)NCc1ccc(C(=O)CCl)s1	0	-2	-2	6	-0.5	-3	-1	106	103	22	-1
Cc1c(NC(=O)CC(O)(C(F)(F)F)C(F)(F)F)c(=O)n(-c2ccccc2)n1C	0	0	1	23	0.1	0	-1	101	98	8	0
COc1ccc(NC(=O)c2cc(C(C)C)on2)c(OC)c1	-4	-10	-5	14	0.2	-8	-6	100	100	22	10
